5HT1a antag: 5-HT1a (human) receptor antagonism. CHO 5-HT1a Ga15 NFAT-bla reporter, antagonist mode. inhibition, % at 10 µM. 62,000 tested, 0.68% active;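 active means inhibition above the mean of all tested compounds plus 3 SD, cut at about 43% in these data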;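 further: receptor stimulated by 5-CT agonist at 100 nM near EC80; beta-lactamase reporter measured by ratiometric fluorescence of a cleavable substrate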
Target sequence (P08908 whole entry, looked up): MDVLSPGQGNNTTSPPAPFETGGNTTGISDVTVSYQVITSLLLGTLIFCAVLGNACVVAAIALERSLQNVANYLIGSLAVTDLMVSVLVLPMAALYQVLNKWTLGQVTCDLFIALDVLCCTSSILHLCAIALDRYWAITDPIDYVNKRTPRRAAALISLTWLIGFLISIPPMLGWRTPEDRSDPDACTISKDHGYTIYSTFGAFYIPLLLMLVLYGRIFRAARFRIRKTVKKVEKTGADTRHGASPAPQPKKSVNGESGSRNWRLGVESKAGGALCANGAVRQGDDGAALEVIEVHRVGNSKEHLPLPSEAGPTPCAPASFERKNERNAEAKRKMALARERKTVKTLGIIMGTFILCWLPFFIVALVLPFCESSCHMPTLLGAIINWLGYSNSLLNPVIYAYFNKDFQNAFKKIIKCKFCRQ
SF-1 act: activators of human nuclear receptor SF-1; activation, % at 10 µM; Q13285; CHO-K1 Gal4-SF-1 LBD luciferase reporter; % increase over DMSO SF-1-specific signal; AID 522; 65,000 tested, 1.9% active;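 active means activation above the mean activation of all tested compounds plus 3 SD, cut at about 50% in these data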
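material = CHO-K1 cells with Gal4–hSF-1 LBD chimera plus Gal4-driven luciferase | compound = 10 µM single point, 1% DMSO | incubation = 20 h compound exposure at 37 °C after 1 h cell settling | measured by = SteadyLite luciferase luminescence | evaluation = percent activation relative to DMSO median and mock-transfected background | control set = DMSO negative control and −SF1 background wells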
A340 absorber: compounds absorbing at 340 nm; compound absorbance at 340 nm, fold over control; fold change at 10 µM; 65,000 tested, under 10 active; AID 708;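 active means at 10 µM dose, initial 340 nm absorbance at least 2 fold that of control wells; inactive means change under 2 fold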;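 further: initial absorbance extrapolated from kinetic A340 decline of NADH oxidation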
HTR1A agonist: activates the human 5-HT1a serotonin receptor; P08908; CHO 5-HT1a Ga15 NFAT-bla reporter, FRET ratio; 0% basal, 100% maximal reference agonist; activation, % at 10 µM; 65,000 tested, 0.56% active;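 active means activation above the screen-wide mean activation plus 3 SD, cut at about 19% in these data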;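 further: 0% = DMSO wells and 100% = 5-CT at EC100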
Autofluor 339: intrinsic fluorescence of library compounds, ex339/em460 – biochemical, MLSMR library, data from DPM-DC assay, artefact control, profiling panel; compound autofluorescence, ex339/em460 nm, NADH buffer; hits give high values; 1 = no-compound wells, NADH background; fluorescence fold increase at 10 µM; 65,000 tested, 5.5% active; AID 709;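 active means at 10 µM, mean starting fluorescence two-fold or more over control wells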;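 further: signal is the first read of a kinetic run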
MMP13 inh: MMP13 (human) collagenase inhibition. inhibition, % at 4 µM. MMP-13 fTHP FRET cleavage, Mca fluorescence. 65,000 tested, 0.07% active. P45452;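 active means inhibition above the mean of compound-free control plate wells plus 3 SD, cut at about 14% in these data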;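 further: 0% = DMSO wells and 100% = wells with reference MMP-13 inhibitor after basal subtraction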
RORa activator: activators of human nuclear receptor RORA; CHO-K1 Gal4-RORA LBD luciferase reporter, luminescence; percent increase over mock-subtracted basal signal; activation, % at 10 µM; 65,000 tested, 1.5% active;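 active means activation above the mean of all tested compounds plus 3 SD, cut at about 49% in these data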;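 further: 0% = DMSO-treated RORA cells and 100% = added signal equal to DMSO minus mock-transfected cells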
NADH coupling: inhibitors of enzymes used to reach an NAD/NADH endpoint; coupled PK/LDH NADH assays, four targets; IC50, µM (highest dose often 10 µM), for the others: at the top dose inhibition; 65,000 tested, 0.02% active; AID 774;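 active means single-dose screening hits from any of four coupled enzyme assays that gave an IC50 when retested across doses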;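 further: the DPM-DC format reads NADH fluorescence rather than 340 nm absorbance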
TNAP act DEA: activates human TNAP at intermediate phosphate acceptor concentration | P05186 | activation factor at 20 µM | 64,000 tested, under 10 active | purified TNAP, CDP-star luminescence, 100 mM DEA, 30 min; hits give high values; scale: 0 levamisole-inhibited, 1 vehicle-only enzyme | AID 813;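 active means activation factor of at least 2 at 20 µM, relative to controls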
Target sequence (P05186 whole entry, looked up): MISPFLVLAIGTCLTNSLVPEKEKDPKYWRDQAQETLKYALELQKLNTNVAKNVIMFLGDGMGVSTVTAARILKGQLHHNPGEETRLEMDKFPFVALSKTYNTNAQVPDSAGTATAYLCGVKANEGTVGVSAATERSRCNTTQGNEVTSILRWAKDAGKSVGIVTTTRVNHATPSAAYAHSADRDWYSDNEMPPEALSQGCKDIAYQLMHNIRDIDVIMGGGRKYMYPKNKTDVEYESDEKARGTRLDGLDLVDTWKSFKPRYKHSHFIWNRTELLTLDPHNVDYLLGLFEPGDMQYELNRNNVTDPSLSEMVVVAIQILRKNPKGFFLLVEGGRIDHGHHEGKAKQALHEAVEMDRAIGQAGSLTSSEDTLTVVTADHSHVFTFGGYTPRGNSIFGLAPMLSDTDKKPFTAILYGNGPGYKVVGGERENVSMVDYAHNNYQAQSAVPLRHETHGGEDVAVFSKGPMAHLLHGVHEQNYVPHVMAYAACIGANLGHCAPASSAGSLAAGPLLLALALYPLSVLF
Active calls of the source: *; . = no result given; [ ] = another dose, or the depositor's remark. The order is random; about 8.9% have a hit in one of these screens.

SMILES	5HT1a antag	SF-1 act	A340 absorber	HTR1A agonist	Autofluor 339	MMP13 inh	RORa activator	NADH coupling	TNAP act DEA
COc1cc2c(cc1OC)C(Cc1ccc(O)cc1)N(C)CC2 (configuration not stated)	.	.	0.99	.	0.99	.	.	2%	1
O=S(=O)(c1ccccc1)n1nc(-c2ccccc2)nc1NCc1ccco1	18	18	0.99	-1.8	1.1	4	4	6%	0.9
C/C(Cl)=C\Cn1c(N2CCCC2)nc2c1c(=O)[nH]c(=O)n2C	-7	3	0.99	-1.8	1.1	0	2	8%	0.9
CC(C)c1ccc(NC(=O)C(c2ccc3c(c2)OCO3)N2CCC3(CC2)OCCO3)cc1 (configuration not stated)	7	7	1	-3.1	1	-1	8	8%	1
Cc1ccc(N2CCN(C(=O)c3ccccc3F)CC2)c(C)c1	9	2	1	0.0	1.1	-1	5	3%	0.9
COC(=O)c1nnn(-c2nonc2N)c1CSCCO	-5	-7	1	0.7	1.1	1	4	2%	0.9
COc1cc2cc(CN(C(=O)Nc3ccccc3)C3CCCC3)c(=O)[nH]c2cc1OC	-9	-12	1.1	0.0	3.2*	-58	-12	6%[fluoresces]	0.9
CC(C)CCNC(=O)CN(C)S(=O)(=O)c1cccc2nsnc12	-4	-11	1	-1.6	1.1	-3	-22	8%	0.9
CC(=O)Nc1ccc(S(=O)(=O)NCC2CCC(C(=O)NCCCN3CCCC3=O)CC2)cc1 (configuration not stated)	0	9	0.96	-4.5	1	1	-17	5%	0.9
CCCNc1ncnc2c1cnn2-c1ccc(OC)cc1	.	46	1	-2.2	1.1	-27	-4	2%	0.9

With a hit mark in Autofluor 339, among the entries above:
| Compound | 5HT1a antag | A340 absorber | HTR1A agonist | Autofluor 339 | MMP13 inh | NADH coupling | TNAP act DEA |
| --- | --- | --- | --- | --- | --- | --- | --- |
| COc1cc2cc(CN(C(=O)Nc3ccccc3)C3CCCC3)c(=O)[nH]c2cc1OC | -9 | 1.1 | 0.0 | 3.2* | -58 | 6%[fluoresces] | 0.9 |

(next part)
SMILES	5HT1a antag	SF-1 act	A340 absorber	HTR1A agonist	Autofluor 339	MMP13 inh	RORa activator	NADH coupling	TNAP act DEA
COc1ccc(Cl)cc1C(=O)n1nc(C)cc1C	.	.	1	.	1.1	.	.	10%	0.8
COc1ccc(S(=O)(=O)N2CCCC2C(=O)NCc2cccs2)cc1 (configuration not stated)	5	1	1	-0.2	1.1	2	-6	5%	1
Cc1occc1-c1nnc(SCC(=O)N2CC(=O)Nc3ccccc32)n1CC(C)C	11	10	0.98	-1.1	1.1	1	-6	7%	0.9
CC(NC(=O)OCc1ccccc1)C(=O)NCC1CCCO1 (configuration not stated)	-8	15	0.99	-0.8	1.1	0	-12	9%	0.9
Cc1onc(-c2ccccc2Cl)c1C(=O)Nc1cccc(-c2cn3cccnc3n2)c1	-7	-1	1	-0.1	3.5*	-440[fluorescence artefact?]	14	3%[fluoresces]	0.8
O=C(c1csc(Nc2ccccc2Cl)n1)N1CCCC1	1	15	1	-3.4	1.1	4	12	5%	1
CC(C)(C)n1ncc2c(=O)n(CC(=O)Nc3ccccc3)cnc21	-10	8	0.98	-0.9	1	-1	-3	3%	0.9
COc1cccc(NC(=O)C2CCCN2C(=O)Nc2ccccc2F)c1 (configuration not stated)	2	14	0.99	1.3	1	-1	-12	5%	0.9
CC(C)c1nc(SCC(=O)Nc2cccc(C(F)(F)F)c2)c2c(=O)n(C)c(=O)n(C)c2n1	-18	16	1.1	-1.5	1.1	1	-10	6%	1
O=c1cc(CSc2nnc(-c3ccccc3)o2)c2ccccc2[nH]1	7	-8	1.1	-3.8	1.1	4	5	8%	0.9

3 of the entries above in order of their number in MMP13 inh, largest number first.
Molecule	MMP13 inh
O=C(c1csc(Nc2ccccc2Cl)n1)N1CCCC1	4
CC(C)c1nc(SCC(=O)Nc2cccc(C(F)(F)F)c2)c2c(=O)n(C)c(=O)n(C)c2n1	1
CC(C)(C)n1ncc2c(=O)n(CC(=O)Nc3ccccc3)cnc21	-1

The results go on.
SMILES	5HT1a antag	SF-1 act	A340 absorber	HTR1A agonist	Autofluor 339	MMP13 inh	RORa activator	NADH coupling	TNAP act DEA
CC(CN1CCOCC1)OC(=O)c1ccc2c(c1)OCCO2 (configuration not stated)	2	-1	1	-2.5	1.1	1	35	5%	0.8
O=C(O)c1ccccc1NCN1C(=O)C2CC=C(Cl)CC2C1=O (configuration not stated)	-23	2	1	-1.4	2.6*	-51	1	9%	0.9
C=CCn1c(CC#N)nnc1N1CCOCC1	-2	8	0.99	-3.4	1.1	-2	-10	2%	0.8
COc1nc(NCCN2CCOCC2)nc(Nc2ccccc2)n1	0	32	1.1	-1.6	1.1	1	9	4%	0.9
C=CCn1c(SCc2ccc(OC)cc2)nnc1-c1cccnc1	-1	-3	1	-3.4	1.1	-2	-15	7%	1
O=C(COc1ccc(S(=O)(=O)N2CCCC2)cc1)NCc1ccco1	-2	-11	1	-5.0	1	4	-18	4%	1
Cc1nc2ccccc2c2oc(C(=O)N3CCc4ccccc4C3)cc12	-11	8	1	1.7	1.1	4	19	5%	0.9
CC1(C)CC(=O)C(C(c2ccncc2)C2C(=O)CC(C)(C)CC2=O)C(=O)C1	-8	9	1	-1.8	1	4	5	10%	1
Cc1cccc(-c2c3c(=O)n(C)c(=O)n(C)c3c3nnc4ccccc4n23)c1	-11	15	1	-0.2	1.1	-3	17	7%	.
O=C1/C(=C/Nc2ccc3c(c2)OCO3)CCc2ccccc21	33	-74	1	-4.9	1.1	6	-72	0%	0.8
CCCCCC(=O)Nc1ccc(N2CCN(C(=O)c3ccccc3)CC2)cc1	9	7	1	1.4	1	5	-9	4%	1
Cn1c(SCc2ccon2)nc2ccccc2c1=O	-6	-12	1	-1.3	1.1	-1	-6	7%	.
C=CCn1c(=O)n(CCC#N)c(=O)n(CCC#N)c1=O	0	11	1.1	-1.1	1.1	0	-3	3%	0.8
Cc1nnc(SCc2cnc(-c3ccc(C(C)C)cc3)s2)n1C	-15	-21	1	-1.7	1	-6	-36	9%	0.9
CCOC(=O)Cn1c(N2CCOCC2)nc2c1c(=O)[nH]c(=O)n2C	7	-6	1	-0.3	1.1	4	-5	12%	0.8
COCCCNC(=O)c1ccc(CS(=O)(=O)Cc2cccc(C)c2)o1	-2	-2	1	-2.8	1.1	3	26	7%	1
O=C(NC(Cc1ccc2c(c1)OCO2)C(=O)N1CCCC1C(=O)O)c1ccccc1 (configuration not stated)	-7	-12	1.1	0.3	1.1	4	-12	10%	1
CCC(=O)Nc1nc2ccccc2n1Cc1ccc(C)cc1	1	0	1	0.0	1.1	2	-8	0%	1
Cn1c(=O)cc(SCC(=O)NCCCN2CCN(c3ccc(F)cc3)CC2)c2ccccc21	30	19	1.1	2.9	0.97	-3	9	3%	0.9
COc1ccccc1OCC(=O)c1[nH]c(C)c(C(C)=O)c1C	-4	-50	1	1.4	1	1	-42	6%	1
Cc1ccc(N(C(C)C(=O)Nc2ccc(S(=O)(=O)N3CCOCC3)cc2)S(C)(=O)=O)cc1 (configuration not stated)	-4	13	0.98	-0.2	1	-8	-2	1%	0.9
CCc1ccc(-c2nc(CSCC(=O)NCCCN3CCCC3=O)c(C)o2)cc1	-9	-63	1	-1.0	1.1	4	-74	3%	.
CC(=O)N1C(C(=O)O)CSC1c1cccc(C)c1 (configuration not stated)	6	12	1	-2.3	1.1	-1	30	7%	1
Cc1ccc(OCC(=O)Nc2ccc(S(=O)(=O)Nc3onc(C)c3C)cc2)cc1	1	3	0.97	0.7	1	0	28	5%	1
CCC(=O)Nc1ccc(NC(=O)c2ccco2)c(OC)c1	0	12	1.1	3.4	1.1	2	45	2%	1
Cc1[nH]c(=O)[nH]c(=O)c1CSc1nnc(CCCCCNC(=O)OC(C)(C)C)o1	-11	-1	1	-1.2	1.2	-1	-23	4%	0.9
O=C(CN1C(=O)CSC1=O)Nc1ccc2c(c1)OCCO2	-8	8	0.99	-1.1	1.1	-7	2	6%	0.9
Clc1cccc(Cl)c1COc1ccncc1	-10	-4	1	2.2	1	-12	4	1%	0.9
COCCN(C(=O)CCCC(=O)Nc1ccccn1)C(C(=O)NC1CCCCC1)c1ccc(C)cc1 (configuration not stated)	24	-8	0.97	-1.4	1.1	1	-8	5%	1
CC(C)CC(NC(=O)C1CCCCC1)C(=O)NCc1ccccn1 (configuration not stated)	21	1	1.1	-0.4	1.1	3	-12	2%	0.9
CCN(CCCn1c(=S)[nH]c2ncccc2c1=O)c1ccccc1	1	-5	1	0.6	1	-5	-5	6%	0.9
CCn1c(SCc2nc3ccccc3s2)nc2cc(S(=O)(=O)N3CCOCC3)ccc21	-4	63*	1	1.5	1.2	2	29	7%	1
Cn1c(=NC(=O)c2cnccn2)sc2ccccc21	-20	29	1.2	-1.2	1.1	-6	2	3%	0.9
COc1cccc2c1OC1(C)CC2NC(=O)N1c1cccc(C(=O)Nc2ccc3c(c2)OCCO3)c1 (configuration not stated)	-8	5	1	-0.4	1.1	1	35	4%	0.9
COc1ccc(CN/C=C2\CCCCC2=O)cc1	3	-1	1.2	-1.3	1.1	1	-5	8%	0.9
CCOC(=O)C(C)Sc1nc(-c2ccco2)cc(C(F)(F)F)c1C#N (configuration not stated)	23	2	1.1	1.1	2.8*	-20	-8	8%	1
CCCc1cc(C(=O)NCc2ccccc2)no1	10	22	1	-0.1	1.1	1	30	3%	1
Cn1nnnc1NCc1c(F)cccc1Cl	-3	-2	1	-3.2	1.1	4	1	4%	0.9
CCOc1ccc(S(=O)(=O)Nc2cc(Cl)ccc2O)cc1	-1	-11	1	1.4	1.1	3	15	5%	0.9
O=c1[nH]c(-c2ccncc2)nc2ccccc12	-6	6	1.1	-4.6	1.2	-4	-12	24%	1.1
CCCCOc1ccc(NC2=NC3(CCCC3)N=C(N)N2)cc1	-2	2	1	0.7	1.1	2	8	4%	1.3
CSc1nnc2c(n1)OC(c1cn(C)c3ccccc13)N(C(C)=O)c1ccccc1-2 (configuration not stated)	-2	8	0.95	-0.1	1.1	8	-1	8%	0.9
COC(=O)CSc1cc(C(=O)c2nccn2C)c2ccccc2n1	4	24	1.1	-0.6	1.1	3	9	2%	1
O=C(NCc1ccco1)NC12CC3CC(CC(C3)C1)C2	.	.	1	.	1.1	.	.	2%	0.9
CCC(c1nnnn1C1CCCC1)N(Cc1cccs1)Cc1cc2cccc(C)c2[nH]c1=O (configuration not stated)	20	17	1	-0.2	1.1	-6	17	4%	0.9
CCOC(=O)c1cc2occc2n1CC(=O)N1CCOCC1	1	-2	1	-1.9	0.96	-4	11	1%	0.9
CC(C)n1c(SCc2ccccc2F)nc2c1c(=O)n(C)c(=O)n2C	-19	9	1	-8.9	1	3	-2	5%	1
CN1CCN(C(=O)c2ccccc2-c2ccccc2C(=O)O)CC1	3	5	1	-4.3	1.1	2	-8	4%	1
CCCC(=O)N1CCc2[nH]c3ccccc3c2C1	.	8	1	-0.1	1.1	6	5	3%	0.8
O=C(CCSc1nc(-c2ccco2)cc(C(F)(F)F)n1)N1CCN(c2ccccn2)CC1	3	-8	1.2	-0.2	1.1	4	0	9%	0.8
c1cncc(-c2nnc(-c3ccco3)o2)c1	0	14	1	-3.9	1.6	-76[fluorescence artefact?]	15	3%	0.9
CCOC(=O)C(CC)n1cnc2c(nnn2-c2ccc(OC)cc2)c1=O (configuration not stated)	-6	-3	0.99	0.2	1.1	-4	-17	3%	0.9
CC(C)(/C=N/O)/[N+]([O-])=C/C=[N+](\[O-])C(C)(C)/C=N/O	2	2	1.1	-1.7	0.94	0	-1	6%	0.9

Bioassay records: PubChem BioAssay, several laboratories
